HePTP inh = human HePTP phosphatase inhibition. P35236. recombinant HePTP phosphatase activity, OD absorbance. inhibition, % at 20 µM. 110,000 compounds, 0.64% hits; in the data active = inhibition above about 50%;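 note: plate controls were vehicle for no effect and reference inhibitor for full effect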
Target sequence (P35236 whole entry, looked up): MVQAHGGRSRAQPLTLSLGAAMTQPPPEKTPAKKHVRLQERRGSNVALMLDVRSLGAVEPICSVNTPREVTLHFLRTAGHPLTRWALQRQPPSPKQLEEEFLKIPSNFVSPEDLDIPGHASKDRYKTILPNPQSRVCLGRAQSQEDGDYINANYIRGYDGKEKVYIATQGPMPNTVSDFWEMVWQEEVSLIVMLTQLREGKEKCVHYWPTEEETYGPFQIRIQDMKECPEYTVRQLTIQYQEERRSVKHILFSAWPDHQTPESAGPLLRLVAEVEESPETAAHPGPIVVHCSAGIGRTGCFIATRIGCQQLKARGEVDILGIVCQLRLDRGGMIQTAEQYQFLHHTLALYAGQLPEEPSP
BAP1 block = human BAP1 deubiquitinase inhibition; Q92560; recombinant BAP1, Ub-AMC hydrolysis fluorescence kinetic; stronger effect = lower value; activity remaining (% of control), % at 20 µM; 72,000 compounds, 0.48% hits; AID 436;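 active = activity remaining at or below 50% of control, provided the compound also passes the data quality filters; inactive = the rest, including low values that fail the filters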;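 note: 100% = DMSO wells rate and 0% = substrate alone blank rate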
Target sequence (Q92560 whole entry, looked up): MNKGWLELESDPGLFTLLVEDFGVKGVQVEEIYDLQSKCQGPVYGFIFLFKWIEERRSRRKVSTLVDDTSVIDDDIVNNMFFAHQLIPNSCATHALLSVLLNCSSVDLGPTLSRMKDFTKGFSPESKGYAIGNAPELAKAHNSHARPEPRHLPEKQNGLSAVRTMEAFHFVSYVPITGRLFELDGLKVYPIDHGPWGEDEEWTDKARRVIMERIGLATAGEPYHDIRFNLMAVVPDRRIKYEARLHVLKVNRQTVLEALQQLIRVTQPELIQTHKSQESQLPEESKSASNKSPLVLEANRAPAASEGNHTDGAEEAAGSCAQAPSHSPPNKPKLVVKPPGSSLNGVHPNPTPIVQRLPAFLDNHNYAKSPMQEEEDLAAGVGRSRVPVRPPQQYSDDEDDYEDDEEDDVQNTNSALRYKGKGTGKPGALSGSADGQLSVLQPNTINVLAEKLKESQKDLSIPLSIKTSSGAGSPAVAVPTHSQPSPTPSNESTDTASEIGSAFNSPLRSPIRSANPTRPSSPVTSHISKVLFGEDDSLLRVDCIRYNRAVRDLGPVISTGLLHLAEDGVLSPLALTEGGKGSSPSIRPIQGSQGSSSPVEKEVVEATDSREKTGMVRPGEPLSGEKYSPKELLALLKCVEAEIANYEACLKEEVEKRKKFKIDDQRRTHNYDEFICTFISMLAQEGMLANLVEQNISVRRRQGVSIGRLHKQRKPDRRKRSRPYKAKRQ
The depositor's hits bear a star; nt = not tested or not shown; & = joins results of further samples.

Start of the listing, in advance, 16 compounds:
SMILES	HePTP inh	BAP1 block
O=C(CN1CCOCC1)OCCCc1ccccc1	6	138
CC1CCN(C(=O)c2ccc(S(=O)(=O)N3CCOCC3)cc2)CC1	-14	nt
COc1ccc(CN2CCN(C3CCN(Cc4ccccc4)CC3)CC2)c(OC)c1	-10	nt
CCC(CO)N=CC1=C(O)C(C(=O)c2ccccc2)CCC1=O (stereo not given)	7&7	95
Cn1ccnc1C(O)c1ccco1 (stereo not given)	14	88
CCOC(=O)CC(=O)CSc1ncc(C(=O)OCC)c(N)n1	8	122
COC(=O)c1ccccc1NC(=O)c1c(O)c2cccc3c2n(c1=O)CCC3	8	328
Cc1ccc(N2C(=O)[C@@H]3[C@H](C2=O)C2c4ccccc4C=CN2[C@@H]3C(=O)c2ccco2)cc1 (stereo not given in full)	-2	57
COC(=O)c1c(NC(=O)CN2CCN(Cc3ccc4c(c3)OCO4)CC2)sc(C)c1C	10	nt
COCCNC(=O)CN(c1cc(Cl)ccc1OC)S(=O)(=O)c1ccc(C)c([N+](=O)[O-])c1	-9	nt
Cc1cc(NC(=O)C(C)C)ncc1NC(=O)Cc1ccccc1	4	102
CS(=O)(=O)NCc1ccc(C(=O)NCc2ccccc2)cc1	4	104
N#C/C(=N/Nc1ccccc1F)C(=N)N1CCOCC1	7	nt
COc1ccccc1CC(=O)N1CCCC1	3	102
COC(=O)CN1CCN(C(=O)c2ccc(F)cc2)c2ccccc2C1	4	90
CCOc1ccc2nc(Nc3nc(O)c(C)c(=O)[nH]3)nc(C)c2c1	10	nt

Results, from the start:
SMILES	HePTP inh	BAP1 block
O=C(CN1CCOCC1)OCCCc1ccccc1	6	138
CC1CCN(C(=O)c2ccc(S(=O)(=O)N3CCOCC3)cc2)CC1	-14	nt
COc1ccc(CN2CCN(C3CCN(Cc4ccccc4)CC3)CC2)c(OC)c1	-10	nt
CCC(CO)N=CC1=C(O)C(C(=O)c2ccccc2)CCC1=O (stereo not given)	7&7	95
Cn1ccnc1C(O)c1ccco1 (stereo not given)	14	88
CCOC(=O)CC(=O)CSc1ncc(C(=O)OCC)c(N)n1	8	122
COC(=O)c1ccccc1NC(=O)c1c(O)c2cccc3c2n(c1=O)CCC3	8	328
Cc1ccc(N2C(=O)[C@@H]3[C@H](C2=O)C2c4ccccc4C=CN2[C@@H]3C(=O)c2ccco2)cc1 (stereo not given in full)	-2	57
COC(=O)c1c(NC(=O)CN2CCN(Cc3ccc4c(c3)OCO4)CC2)sc(C)c1C	10	nt
COCCNC(=O)CN(c1cc(Cl)ccc1OC)S(=O)(=O)c1ccc(C)c([N+](=O)[O-])c1	-9	nt
Cc1cc(NC(=O)C(C)C)ncc1NC(=O)Cc1ccccc1	4	102
CS(=O)(=O)NCc1ccc(C(=O)NCc2ccccc2)cc1	4	104
N#C/C(=N/Nc1ccccc1F)C(=N)N1CCOCC1	7	nt
COc1ccccc1CC(=O)N1CCCC1	3	102
COC(=O)CN1CCN(C(=O)c2ccc(F)cc2)c2ccccc2C1	4	90
CCOc1ccc2nc(Nc3nc(O)c(C)c(=O)[nH]3)nc(C)c2c1	10	nt
O=C(Nc1cc(NC(=O)C(F)(F)F)cc([N+](=O)[O-])c1)C(F)(F)F	-16	nt
C/C(O)=C(/N=O)C(=O)Nc1ccccc1	-12	100
O=C(Nc1ccc(Cl)c(Cl)c1)c1cnn2c1NC(c1ccc(Br)cc1)CC2C(F)(F)F (stereo not given)	5	nt
O=S(=O)(Nc1ccccc1N1CCOCC1)c1ccc(Cl)s1	-2	113
O=C(/C=C/c1ccc(Cl)cc1Cl)Nc1ccc2c(c1)OCO2	9	nt
CCCOc1ccccc1NC(=O)c1c(-c2ccccc2)noc1C	10	89
COc1ccccc1NC(=O)CN1CCN(C2c3ccccc3-c3ccccc32)CC1	-10	56
COc1ccc(-c2cc(C(F)F)n3ncc(C(=O)N4CCN(C(=O)c5ccco5)CC4)c3n2)cc1	-2	77
Cc1cccc(CSCc2nnc(NC(=O)Nc3cccc(Cl)c3)s2)c1	8	nt
Nc1ccc(S(=O)(=O)Nc2nccc(/C=C/c3ccc(F)cc3)n2)cc1	-3	nt
CCN(CC)C(=O)c1sc(NC(=O)c2ccc(Cl)cc2)c(C#N)c1C	-13	nt
Nc1c(C(=O)NCc2ccco2)nnn1-c1ccccc1	6	92
Cc1ccc(-c2cc(C(F)(F)F)n3nc(C(=O)N4CCCc5ccccc54)cc3n2)cc1	8	nt
CCC(C)Sc1nc2c(c(=O)[nH]c(=O)n2C)n1Cc1ccc(Cl)cc1 (stereo not given)	1	84
CC(=O)c1ccc(OCCCC(=O)NCC(c2ccco2)N(C)C)cc1 (stereo not given)	7	nt
Cc1ccc(NCCC(=O)c2cccc([N+](=O)[O-])c2)c(C)c1	4	nt
Cc1nnc(NC(=O)C2CCCO2)s1 (stereo not given)	2	93
O=C(NCCCO)/C(=C\c1ccco1)NC(=O)c1ccco1	-6	nt
CC(=O)/C=C/c1ccc(-c2cccc([N+](=O)[O-])c2)o1	15	nt
COc1ccc(/C=N/Nc2nc(N3CCCCC3)nc(N3CCCCC3)n2)cc1OC	-16	nt
CCOC(=O)c1c(SC)nc(SC)c2c1CCC2	0	54
COc1ccc(OC)c(C(=O)CSc2nc3c(c(=O)n(C)c(=O)n3C)n2C(C)C)c1	1	108
COc1ccc(N=CC2=C(O)CCCC2=O)cc1	6	87
Cc1nc(N2CCOCC2)c2cc(-c3ccccc3)sc2n1	1	64
C=CCSc1nnc2n(-c3ccccc3OC)c(=O)c3c4c(sc3n12)CCC4	1	71
COc1ccc(OC)c(/C=N/n2c(C)nc3ccccc3c2=O)c1	-1	nt
CC1CCc2nn(CC(=O)N3CCCCCC3)cc2C1 (stereo not given)	4	97
O=C1CC(c2cccc(Br)c2)Nc2ccc3ccccc3c21 (stereo not given)	nt	114
c1ccc(-c2csc3nnc(SCc4ccc5c(c4)OCO5)n23)cc1	-2	82
O=C(CSc1nc2ccc(N3C(=O)c4ccccc4C3=O)cc2s1)NCCOc1ccccc1	-15	nt
O=C(CCN1C(=O)/C(=C\c2cccs2)SC1=S)Nc1cc(Cl)ccc1O	5	nt
CCOC(=O)c1c(NC(=O)COc2cc(C)ccc2C(C)C)sc(C(C)=O)c1C	6	nt
CCOC(=O)C1=C(C)N(CC)C(=O)NC1c1ccccc1Cl (stereo not given)	-5	nt
Cc1ccc(Cl)cc1N1CCN(Cc2nnnn2Cc2ccco2)CC1	0	86
Cc1cccc(N2C(=O)/C(=C3/C(=O)N(C)c4ccccc43)SC2=S)c1C	6	nt
Cc1cc(C)c2c(c1)NC(c1ccc([N+](=O)[O-])cc1)C1CC=CC21 (stereo not given)	8	nt
O=C(c1ccc(=O)oc1)N1CCN(c2ccc(F)cc2)CC1	12	73
CCN(CC)c1ccc(-c2nc3cnccc3n2C)cc1	3	77
COc1cc(/C=C2\SC(=S)N(CC(=O)O)C2=O)cc(OC)c1OC	-2	nt
O=S(=O)(c1ccc(F)cc1)c1nc(-c2ccc(F)cc2)oc1NCCN1CCOCC1	2	63
Cc1ccc(S(=O)(=O)N(C)CC(=O)N2CCN(C(=O)c3ccco3)CC2)cc1	3	117
COCCn1c(=O)[nH]c2cc(C(=O)NCCN3CCN(c4ccccc4)CC3)ccc2c1=O	6	nt
Cc1ccc(NS(=O)(=O)c2cccs2)cc1C	-5	nt
COCCNc1cc(C)nc2c3c(C)cc(C)nc3nn12	7	nt

(more compounds)
SMILES	HePTP inh	BAP1 block
Cc1ccc2c(c1)N(CCC(=O)NCc1ccco1)C(=O)CO2	3	110
O=C(CCc1nc(-c2ccccc2F)no1)NCCN1CCOCC1	2	103
Oc1ccc(Nc2nc3ccccc3nc2Nc2ccc(O)cc2)cc1	9	nt
CC(=O)c1c(C)cc(C)c(CSc2nnc(-c3ccco3)o2)c1C	3	nt
Cc1cc(C)n(Cc2ccc(C(=O)NCc3ccco3)o2)n1	-2	104
Cc1cc(C)n(Cc2ccc(C(=O)O)o2)n1	-10	103
C=CCc1c(C)nc(SC(C)C)[nH]c1=O	-5	138
Nc1ccc(Cl)cc1-n1nc(-c2ccc(F)cc2)c2ccccc2c1=O	9	nt
COC(=O)c1ccccc1N1C(=O)c2ccc(C(=O)O)cc2C1=O	-16	nt
CN(C1=NC(=O)S/C1=C\c1ccc([N+](=O)[O-])cc1)c1ccc(O)cc1	56*	nt
O=C(Nc1ccc(I)cc1)C1CC=CCC1C(=O)OCC(Cl)=C(Cl)Cl (stereo not given)	-12	nt
O=C(CN1CCN(Cc2ccccc2)CC1)NC(=O)NCc1ccco1	3	139
CC(=O)c1cccc(NC(=O)COc2ccc(Cl)c(C)c2)c1	nt	145
COc1ccc(/C=c2\sc3nc(-c4ccccc4)nn3c2=O)cc1	-3	nt
CCc1cc(=O)oc2cc3oc(C)c(C)c3cc12	-10	80
C=CC(N)CCC(=O)O (stereo not given)	nt	99
CCCCn1c(O)c(C(CC)=Nc2ccc3c(c2)CCC3)c(=O)[nH]c1=O	8	55
CCOC(=O)c1c(-c2ccc(C)o2)csc1NC(=O)CSc1nncs1	6	61
CCC(=O)Nc1cccc(-n2nnnc2SCC(=O)NCc2ccco2)c1	4	97
Cc1cc(C(=O)NC2=NCCS2)cs1	8	127

Single records, from the list above. Values in the order: HePTP inh | BAP1 block
Record of `Cc1ccc2c(c1)N(CCC(=O)NCc1ccco1)C(=O)CO2` = 3 | 110
Record of `O=C(CCc1nc(-c2ccccc2F)no1)NCCN1CCOCC1` = 2 | 103

(further entries)
SMILES	HePTP inh	BAP1 block
Cc1c(NC(=O)NC(C)N2C(=O)C3C4C=CC(C4)C3C2=O)c(=O)n(-c2ccccc2)n1C (stereo not given)	2	108
CCC(=O)NC(Nc1ccc(C)cn1)(C(F)(F)F)C(F)(F)F	4	nt
COc1cccc(/C=C2/C(=O)NN(c3ccc(C)c(C)c3)C2=O)c1	5	nt
O=C(O)C1CCCCC1C(=O)NCCc1ccncc1 (stereo not given)	4	170
Cc1nc2sc(C(c3ccco3)N3CCOCC3)c(O)n2n1 (stereo not given)	nt	107
COc1ccc(N=C2SC(CC(=O)Nc3ccccc3)C(=O)N2CC2CCCO2)cc1 (stereo not given)	4	90
O=C(O)c1ccc(NC(=O)c2ccccc2NC(=O)c2cccs2)cc1	1	nt
N#C/C(=C/c1ccc(Sc2ccccc2)o1)c1nc2ccccc2[nH]1	5	nt
CSCCC(NC(=O)c1ccco1)C(=O)O (stereo not given)	-4	100&156
Cn1c(C(=O)Nc2ccc3c(c2)OCCO3)cc2c(=O)n(C)c3ccccc3c21	2	69
Cc1ccc(NC(=O)CN2CCCCCC2)c(Br)c1	-3	82
COc1ccc(OC)c(Cn2c(O)c(/C=C3\C=CC=N3)c(=O)[nH]c2=O)c1	-2	nt
O=C1NCCCc2nc(Nc3ccccc3)sc21	-7	nt
O=S(=O)(NCC(c1ccccc1)N1CCOCC1)c1ccccc1 (stereo not given)	-3	nt
COc1ccc(C(=O)Nc2ccc(S(=O)(=O)Nc3ncccn3)cc2)cc1OC	0	nt
Cc1no[n+]([O-])c1COc1ccccc1C=C1C(=O)NC(=O)NC1=O	-2	nt
COc1cccc2cc(C(=O)Nc3ccc(C(C)=O)cc3)c(=O)oc12	3	nt
COc1ccc(CC(=O)Nc2nc(C)cs2)cc1OC	6	124
CCCCc1nccn1CCn1ccnc1CCCC	11	112
COc1ccc(NC(=O)CN2CCN(c3ccc(F)cc3)CC2)cc1Cl	3	106
N=c1oc2ccccc2cc1-c1nc2ccccc2c(=O)[nH]1	11	81
O=C(CN(c1ccc(F)cc1)S(=O)(=O)c1ccccc1)Nc1cc(Cl)cc(Cl)c1	6	nt
C/C(=N\NC(N)=O)C1CC1(C)C(C)(C)C (stereo not given)	-7	nt
COC(=O)[C@@H](NC(=O)NCc1cccc(OC)c1)C(C)C	-2	95
CCOc1ccccc1C(=O)Nc1nc2ccc(C)cc2s1	8	nt
Cc1cc(OCC(=O)Nc2ccc(-c3nc4ccccc4s3)c(O)c2)ccc1Cl	1	nt
C=CCN1C(=O)/C(=C\c2c(OC)ccc3ccccc23)C(=O)NC1=S	6	nt
Cc1cc(-c2ccc(Cl)cc2)nc2cc(C(=O)O)nn12	16	nt
Cn1c(SCC(=O)Nc2ccc3c(c2)OCO3)nnc1-c1cnccn1	9	92
CC(=O)N1CCN(Cc2nc3cc(NS(C)(=O)=O)ccc3n2C)CC1	7	89
CC(NC(=O)c1ccccc1)c1ccc(Br)cc1 (stereo not given)	3	nt
CC(=O)Nc1ccc(S(=O)(=O)n2nc(-c3ccc(C)cc3)nc2N)cc1	7	104
O=C(O)C(C(=O)O)C1c2ccccc2Oc2ccccc21	-7	nt
CCOc1c(Cl)cc(C=C2C(=O)NC(=O)NC2=O)cc1Cl	-12	nt
Cc1cc([N+](=O)[O-])ccc1NC1CCC(c2ccccc2)CC1 (stereo not given)	-9	nt
Cc1cc(=O)[nH]c(SCCOc2ccc(OC(C)C)cc2)n1	-12	90
C/C(=C1/C(=O)N(c2ccc([N+](=O)[O-])cc2)N=C1c1ccccc1)N(C)C	7	nt
O=c1c2c3c(sc2nc2n1CCC2)CCC3	nt	99
CCOC(=O)C1CCN(c2c(NCCN3CCCCC3C)c(=O)c2=O)CC1 (stereo not given)	1	94
O=C(/C=C/c1cccs1)N1CCN(C/C=C/c2ccccc2)CC1	9	nt
COc1cc(NC(=O)c2cccc(Cl)c2)ccc1NC(=O)c1cc2ccccc2o1	-19	nt
COc1ccc(CNc2ccc(S(N)(=O)=O)cc2)c(OC)c1OC	4	107
CCOC(=O)c1c(CC(C)C)csc1NC(=O)C1CC1	-2	nt
CC(C)NS(=O)(=O)c1ccc(CCC(=O)O)cc1	-1	91
CN1CCN(C(=O)c2ccc(N(Cc3ccc(Cl)cc3)S(C)(=O)=O)cc2)CC1	8	108
CCCn1c(N)c(C(=O)CSc2nc3ccccc3n2CCC#N)c(=O)n(C)c1=O	7	73
CC1=C(C(=O)Nc2ccccc2)C(c2ccc(F)cc2)N2C(=O)CSC2=N1 (stereo not given)	-4	nt
Cc1[nH]c2ccccc2c1/C=C/c1nc2ccccc2c(=O)n1-c1ccc([N+](=O)[O-])cc1	10	nt
CCOc1cc(/C=N/NC(=O)c2ccccn2)ccc1OC(=O)c1cccs1	-19	nt
COC(=O)C(C)NC(=O)C(c1ccccc1)c1ccccc1 (stereo not given)	3	nt
O=C(CCCN1C(=O)c2cccc3cccc(c23)C1=O)NCC1CCCO1 (stereo not given)	4	nt
